# Screening results deposited in PubChem by several laboratories.
# mABHD4 FP = ABHD4 inhibitors, primary screen, biochemical, fluorescence polarization, mouse | 370,000 compounds, 0.54% hits | (Lyso)-N-acylphosphatidylethanolamine lipase (Mus musculus), Q8VD66 | purified mABHD4, FP-Rh probe fluorescence polarization | inhibition, % at 8.92 µM | AID 720543, 2013;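 active = inhibition exceeding the mean over every tested compound plus 3 SD, cut at about 30% in these data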;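 also: 0% = plate median of compound wells and 100% = S159A mutant with DMSO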
#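 Test system: mABHD4 protein; Read-out basis: % inhibition; Incubation: 45 min + 60 min at 25 °C; Repeats: single replicate; Technique: fluorescence polarization with parallel and perpendicular emission, 525/598 nm; Compound: 8.92 µM, single dose; Benchmarks: full inhibition S159A mutant plus DMSO, zero as sample-well median.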
# GC-B act = human GC-B receptor activators, primary screen, HEK293 GC-B cells, cGMP TR-FRET, EC30 CNP; 370,000 compounds, 0.11% hits; Atrial natriuretic peptide receptor 2 (Homo sapiens), P20594; 0% at EC30 CNP, 100% saturating CNP; activation, % at 10 µM;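 active = activation at 10 µM reaching about 35% in either raw or pattern-adjusted values, limit read from the data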
# Target sequence (P20594 whole entry, looked up): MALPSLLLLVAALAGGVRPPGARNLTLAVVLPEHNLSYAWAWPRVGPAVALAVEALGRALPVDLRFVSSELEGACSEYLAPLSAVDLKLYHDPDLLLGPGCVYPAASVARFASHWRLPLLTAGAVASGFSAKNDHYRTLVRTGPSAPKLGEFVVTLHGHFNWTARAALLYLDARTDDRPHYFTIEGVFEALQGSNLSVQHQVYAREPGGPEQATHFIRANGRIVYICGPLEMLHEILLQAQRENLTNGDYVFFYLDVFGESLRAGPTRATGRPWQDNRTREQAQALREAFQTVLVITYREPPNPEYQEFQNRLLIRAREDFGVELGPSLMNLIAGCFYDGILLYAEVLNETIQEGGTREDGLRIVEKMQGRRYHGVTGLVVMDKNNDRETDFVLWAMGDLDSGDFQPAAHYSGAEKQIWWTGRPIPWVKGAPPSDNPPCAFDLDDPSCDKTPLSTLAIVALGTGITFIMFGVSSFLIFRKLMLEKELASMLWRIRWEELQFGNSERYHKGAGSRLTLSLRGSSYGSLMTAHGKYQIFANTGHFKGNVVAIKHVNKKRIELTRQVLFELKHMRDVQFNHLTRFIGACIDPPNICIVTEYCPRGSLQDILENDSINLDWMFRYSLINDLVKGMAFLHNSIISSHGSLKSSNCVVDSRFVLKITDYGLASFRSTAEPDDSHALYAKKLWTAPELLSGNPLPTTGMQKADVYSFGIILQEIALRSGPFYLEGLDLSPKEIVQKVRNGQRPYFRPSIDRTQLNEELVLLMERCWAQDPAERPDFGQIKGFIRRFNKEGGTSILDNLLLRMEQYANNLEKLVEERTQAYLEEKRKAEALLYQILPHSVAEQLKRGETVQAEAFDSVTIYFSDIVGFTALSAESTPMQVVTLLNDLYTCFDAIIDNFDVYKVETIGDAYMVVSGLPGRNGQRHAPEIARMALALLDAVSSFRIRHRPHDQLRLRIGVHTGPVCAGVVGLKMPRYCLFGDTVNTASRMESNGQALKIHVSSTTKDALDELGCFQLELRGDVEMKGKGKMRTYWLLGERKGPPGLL
# TCR-CD3 inh = inhibitors of human TCR-CD3 interaction, primary screen, biochemical, fluorescence, TAMRA-labeled TCR probe | T-cell receptor (TCR) | inhibition, % at 9.4 µM | 360,000 compounds, 0.37% hits | AID 651800, 2012; in the data active = inhibition above about 19%;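 also: recombinant mutant TCR 2C K166C tagged with TAMRA read by polarization; 0% = receptor in buffer alone and 100% = receptor with positive control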
# rCAG binder = binders of r(CAG) RNA repeats, primary screen, biochemical, fluorescence; 370,000 compounds, 1.3% hits; r(CAG) RNA repeat, TO-PRO-1 dye displacement fluorescence; inhibition, % at 3 µM;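 active = inhibition above the plate cutoff, the mean of all test compounds on that plate plus 3 SD, cut at about 35% in these data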;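 also: 0% = DMSO alone and 100% = 100 µM mitoxantrone as full dye displacement; higher means more dye released from RNA so lower well fluorescence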
# HTRA1 inh = HTRA1 serine protease inhibitors, primary screen, biochemical, fluorescence polarization, HTS; Q92743; recombinant HTRA1, FP-rhodamine activity-based probe; inhibition, % at 5.96 µM; 340,000 compounds, 0.5% hits; in the data active = inhibition above about 36%;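 also: 0% = enzyme with DMSO and 100% = wells lacking enzyme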
# PRMT1 inh = PRMT1 methyltransferase inhibitors, primary screen, biochemical, fluorescence polarization; AID 652257, 2013; 370,000 compounds, 1.3% hits; recombinant PRMT1, activity-based probe fluorescence polarization; inhibition, % at 2.79 µM; Protein arginine N-methyltransferase 1 (Homo sapiens), Q99873;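 active = inhibition above about 21% made by adding two undisclosed values, limit read from the data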
# MBD2 inh = inhibitors of MBD2 binding to methylated DNA, primary screen, biochemical, TR-FRET, DNA-binding domain, human | Methyl-CpG-binding domain protein 2 (Homo sapiens), Q9UBB5 | MBD2 binding to methylated oligonucleotide | inhibition, % at 4.4 µM | 370,000 compounds, 0.31% hits; in the data active = inhibition above about 13%
# UHRF1 MBD2 ctr = UHRF1 methylated DNA binding inhibitors, primary screen, counter-screen for MBD2 inhibitor project, biochemical, TR-FRET, human UHRF1, single concentration. AID 687016, 2013. 370,000 compounds, 0.75% hits. inhibition, % at 4.4 µM. E3 ubiquitin-protein ligase UHRF1 (Homo sapiens), Q96T88. UHRF1 binding to methylated oligo; in the data active = inhibition above about 21%;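 also: UHRF1 SRA domain binding a hemimethylated CpG hairpin DNA probe; 0% = median of test compound wells and 100% = reference inhibitor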
# SIAE inh = human SIAE inhibitors, primary screen, biochemical, fluorescence polarization, FP-Rh probe, 1536-well HTS; Sialate O-acetylesterase (Homo sapiens), Q9HAT2; AID 1053197, 2014; 370,000 compounds, 0.69% hits; inhibition, % at 9.66 µM; SIAE FP-Rh probe binding;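 active = inhibition above a cutoff: mean of compounds within the control limits plus 3 SD of those, cut at about 17% in these data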;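 also: 0% = plate median of compound wells and 100% = probe without SIAE protein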
# GC-A act = GC-A stimulated cGMP production enhancers – HEK293 GC-A cells, cGMP TR-FRET, EC30 ANP, primary screen; 370,000 compounds, 0.14% hits; Atrial natriuretic peptide receptor 1 (Homo sapiens), P16066; 0% at EC30 ANP, 100% saturating ANP; AID 1671463, 2021; activation, % at 10 µM; in the data active = activation above about 40%
# * hit, by the source's call; . = no result given. The list is partial; count on the stated rates, not on these rows.
SMILES	GC-A act	TCR-CD3 inh	HTRA1 inh	rCAG binder	SIAE inh	mABHD4 FP	MBD2 inh	UHRF1 MBD2 ctr	GC-B act	PRMT1 inh
COc1ccc(C(=O)C(Cc2ccccc2)N(C)C)cc1 (stereo not drawn)	-0.9	-0.7	-6.0	-1.0	-4.8	1.1	-2.0	-3.1	-6.1	1.0
O=S1c2ccccc2-c2ccccc21	0.9	0.1	3.0	1.3	-1.1	2.9	2.3	-2.1	2.1	-1.0
CC1(CCO)C(=O)NC(=S)NC1=O	1.8	-13.1	0.0	0.9	-3.3	-1.5	-3.2	4.0	4.5	-5.9
COc1ccc(OCC#CCN2CCC(C)CC2)cc1	1.8	4.0	-5.6	-10.7	-1.2	8.0	-5.6	-3.7	-1.9	-4.6
CCOc1cc(CNCCc2ccccc2F)ccc1OC	-5.6	-0.7	10.4	-0.7	-2.6	4.5	-3.6	0.0	2.5	-0.9
S=C=Nc1cccc(C2(N3CCCCC3)CCCCC2)c1	-1.1	9.9	4.9	14.9	7.9	-7.5	5.6	1.6	-2.0	0.0
COc1ccccc1C=C1C(=O)NC(=S)NC1=O	-0.9	-4.0	7.5	0.8	2.9	-3.4	-3.5	1.7	-1.7	29.6*
CC12CCC3C(CCC4(O)CC(O)CCC34C=O)C1(O)CCC2C1=CC(=O)OC1 (stereo not drawn)	2.3	0.5	3.4	1.8	9.8	4.7	3.1	-0.8	0.9	3.1
COc1ccc(CCNC(C)CCc2ccc(OC)cc2)cc1 (stereo not drawn)	2.2	1.1	5.0	7.3	0.6	-5.0	-1.6	0.1	-3.4	-1.0
COc1cc(CN=C(C)c2c(O)n(C)c(=O)n(C)c2=O)cc(OC)c1	0.3	-7.2	3.8	-5.4	-2.7	-0.6	5.7	0.8	-2.4	2.7
C[C@]12CCC3C(CC[C@H]4C[C@H](O)CC[C@]34C)C1[C@@H](O)C[C@@H]2O (stereo partly drawn)	-0.4	2.4	11.7	0.1	-2.4	-1.6	0.7	2.5	1.1	-4.3
Fc1ccc2c(c1)nnn2C1CCN(Cc2nnnn2CCc2ccccc2)CC1	-18.4	-0.7	-6.6	2.1	-0.7	5.8	0.3	-0.3	-9.9	1.4
O=C(Cc1ccccc1)OC(COCc1ccccc1)CN1CCOCC1 (stereo not drawn)	3.9	5.4	3.5	-8.1	5.4	7.5	-3.9	-0.6	0.9	-3.0
NC(Cc1ccccc1)c1csc(Nc2ccccn2)n1 (stereo not drawn)	-34.2	-4.0	.	8.7	-4.8	5.0	-5.6	-1.8	-13.2	-0.8
CC[n+]1c(/C=C/C=C/c2ccc(N(C)C)cc2)sc2ccccc21	-265.6	-52.5	-42.5	17.7	-80.7	-98.1	-25.7	-17.3	-283.4	-6.3

# Profiles, looked up by structure:
# Profile of `COc1cc(CN=C(C)c2c(O)n(C)c(=O)n(C)c2=O)cc(OC)c1` = GC-A act: 0.3; TCR-CD3 inh: -7.2; HTRA1 inh: 3.8; rCAG binder: -5.4; SIAE inh: -2.7; mABHD4 FP: -0.6; MBD2 inh: 5.7; UHRF1 MBD2 ctr: 0.8; GC-B act: -2.4; PRMT1 inh: 2.7
# Profile of `COc1ccc(C(=O)C(Cc2ccccc2)N(C)C)cc1` (stereo not drawn) = GC-A act: -0.9; TCR-CD3 inh: -0.7; HTRA1 inh: -6.0; rCAG binder: -1.0; SIAE inh: -4.8; mABHD4 FP: 1.1; MBD2 inh: -2.0; UHRF1 MBD2 ctr: -3.1; GC-B act: -6.1; PRMT1 inh: 1.0

# (next part)
SMILES	GC-A act	TCR-CD3 inh	HTRA1 inh	rCAG binder	SIAE inh	mABHD4 FP	MBD2 inh	UHRF1 MBD2 ctr	GC-B act	PRMT1 inh
O=c1[nH]c(=S)n(Cc2ccc(F)cc2)c(O)c1C=NCC1CCCO1 (stereo not drawn)	3.8	-3.2	-6.6	-2.0	-4.8	2.7	3.2	1.4	4.1	-0.7
CCOC(=O)/C(=N\Nc1ccccc1)N1CC1	-4.4	0.0	-5.8	2.3	2.9	-1.4	2.0	0.7	-0.9	2.0
C#CC1(O)C=CC2C3CCC4=CC(=O)CCC4C3CCC21CC (stereo not drawn)	-1.6	4.9	0.4	-1.7	4.5	-0.8	0.9	-2.3	4.9	-2.4
O=C(O)C1=CC2c3ccccc3C1c1ccccc12	-3.1	-5.8	-7.7	-0.1	-0.4	8.0	1.9	-1.0	0.8	2.7
CN1c2ccc([N+](=O)[O-])cc2CC2(C(=O)NC(=O)N(c3ccccc3)C2=O)C1c1ccccc1 (stereo not drawn)	2.2	-0.9	0.0	3.5	4.1	5.3	2.3	0.5	-1.4	-1.4
Cc1ccc(CN2C3CCCC2CC(NC(=O)Nc2cccc(F)c2)C3)cc1 (stereo not drawn)	-10.1	-1.9	-6.7	5.2	-7.7	-3.0	2.9	2.0	-4.9	2.0
CN1C(=O)NC(=O)[C@]2(Cc3ccccc3N3CCN(c4ccccc4)CC32)C1=O (stereo partly drawn)	-5.2	0.8	8.8	20.4	-1.7	-5.2	-0.2	-0.3	0.0	7.8
O=C1/C(=C\c2cc3c(cc2Cl)OCO3)N2CCC1CC2	5.6	4.8	2.8	-0.4	10.4	-6.1	-4.7	-2.7	-0.6	-2.3
CC(=O)OC(C)(C)/C=C/C(=O)C(C)(O)C1C(O)CC2(C)C3CC=C4C(CC(O)C(=O)C4(C)C)C3(C)C(=O)CC12C (stereo not drawn)	-28.7	-1.0	4.3	-2.0	0.9	17.9	-0.3	-0.7	-14.4	2.1
CCc1ccc(N2C(=O)NC(=O)/C(=C/c3cccn3CCOc3ccc(C(C)CC)cc3)C2=O)cc1 (stereo not drawn)	5.8	4.3	2.5	5.8	-5.8	-2.1	-5.3	-1.2	-9.4	-3.5
CC(C(=O)Nc1ccc(Cl)cc1Cl)N1CC=C(c2ccccc2)CC1 (stereo not drawn)	-4.6	6.4	-15.0	-0.4	1.3	-12.2	-1.5	-1.8	-1.7	-2.8
CC(C)Nc1ccc(Nc2ccccc2)cc1	17.2	-2.8	69.2*	6.6	12.1	43.1*	-2.0	-0.5	4.7	25.4*
CN1C(=O)C(Cc2ccccc2)C(=O)N(C)C1=O	0.3	5.2	-7.1	2.7	6.7	3.6	-8.4	-3.7	-3.0	3.0
C=C1N2CCC(CC2)C1(O)c1ccccc1C (stereo not drawn)	1.9	0.5	0.4	-2.3	3.0	4.7	2.8	1.4	-0.3	1.1
O=C(c1cc(F)ccc1F)C1CCCN(Cc2ccc3nonc3c2)C1 (stereo not drawn)	1.9	2.4	-6.6	-3.8	0.0	-5.1	0.9	-1.2	5.5	-0.9
CCn1c(O)c(C=NCc2ccccc2)c(=O)[nH]c1=S	5.8	-1.0	0.2	-0.1	-5.7	-2.6	5.6	2.1	4.0	2.0
Cc1cccc(CN2CCCC(C(=O)c3ccc4c(c3)OCO4)C2)n1 (stereo not drawn)	-1.1	-5.9	-3.7	-2.7	3.4	7.0	-1.5	-1.1	0.8	1.5
CCOc1cc2c(cc1OCC)-n1cccc1C(c1ccc(F)c(OC)c1)NC2 (stereo not drawn)	-14.8	-1.6	-6.5	0.9	-1.8	4.6	-1.6	-0.1	-8.4	-0.2
O=c1[nH]c(=O)n(Cc2ccccc2Cl)c(O)c1/C=C1/C=CC=N1	5.5	-5.6	-6.8	12.2	-14.3	-45.3	-1.8	-3.1	3.6	5.3
N#CC1c2ccccc2-n2nncc2CN1S(=O)(=O)c1ccccc1 (stereo not drawn)	-0.4	-9.8	-0.1	1.9	-6.9	-2.9	-5.1	0.1	3.9	7.8
c1ccc(C2CC2)c(OCC2=NCCN2)c1	2.0	3.9	-1.0	3.1	-6.8	-9.2	1.4	-0.6	2.8	0.1
CCOC(=O)Cn1cc([N+](=O)[O-])nc1[N+](=O)[O-]	-6.8	-2.0	-1.4	4.3	7.0	-2.5	0.2	5.1	5.2	5.0
O=Cc1cn(Cc2ccccc2F)c2ccccc12	3.4	-4.8	-14.1	-5.0	1.8	-1.6	0.0	4.7	-6.5	1.9
N#C[C@H](O[C@@H]1O[C@H](CO[C@@H]2O[C@H](CO)[C@@H](O)[C@H](O)[C@H]2O)[C@@H](O)[C@H](O)[C@H]1O)c1ccccc1	3.8	-4.2	-2.4	-1.1	1.0	-1.9	-4.3	-1.7	2.2	-6.1
CCOc1ccc2[nH]c(=O)c(CN(CCO)C3(c4nnnn4C4CCCCC4)CCCCC3)cc2c1	-6.6	2.8	-1.5	2.3	2.1	4.0	1.1	-2.7	0.4	-3.0
COc1cc(C(=O)Nc2ccc(Br)cc2C(=O)c2ccccc2)cc(OC)c1OC	-1.6	7.8	6.8	1.3	-1.7	-0.4	3.3	-2.7	3.1	-2.4
CC[C@H]1CN2CCC1C[C@@H]2[C@H](O)c1ccnc2ccc(OC)cc12 (stereo partly drawn)	-5.4	-2.5	-0.9	2.6	5.1	2.1	-7.2	-1.0	-4.8	1.3
COc1ccc(OC(=O)N(C)C[C@@H]2OCc3cnnn3CCCC(=O)N([C@@H](C)CO)C[C@@H]2C)cc1	2.3	3.0	-4.7	-0.9	3.5	0.4	-5.8	-1.6	-1.8	-3.7
COc1cc2c3cc1Oc1cc(ccc1O)C[C@@H]1c4c(cc(OC)c(O)c4Oc4cccc(c4)C[C@@H]3N(C)CC2)CC[N+]1(C)C	5.3	-0.8	4.9	7.5	2.2	3.1	3.1	1.8	2.1	-2.3
NCCc1ccc(S(N)(=O)=O)cc1	3.8	-8.3	3.8	1.1	-5.8	-5.3	7.0	2.5	-2.4	3.6
COC(=O)C(O)(c1ccc(NC(=O)c2ccco2)c(OC)c1)C(F)(F)F (stereo not drawn)	-1.3	-0.8	-2.8	-2.8	0.1	-4.3	3.3	1.2	3.6	2.0
CCN(CC)c1ccc(C=C2C(=O)N(C)C(=S)N(C)C2=O)o1	1.2	-17.1	-8.0	-2.5	-35.0	-28.3	-5.4	-2.3	-7.3	-3.7
Fc1cccc(-c2ccc3c(c2)CN(c2cccc(Cl)c2)Cc2cnnn2-3)c1	5.2	-9.3	.	8.4	-9.0	0.5	6.8	6.7	-8.8	2.3
Cn1cnc(CCN)c1	-0.1	0.6	-0.2	2.7	10.6	-2.8	-8.3	-2.5	2.1	-0.7
Cc1ccc(S(=O)(=O)Oc2ccccc2C=C2C(=O)N(C)C(=O)N(C)C2=O)cc1	4.2	-5.7	-5.7	0.6	4.5	-4.2	-7.9	-2.8	-3.3	29.8*
Cc1ccc(OP(=O)(NCc2ccccc2)Oc2ccc(C)cc2)cc1	-2.1	-1.3	-53.8	-5.7	-5.5	-8.7	4.6	22.7*	5.1	2.4
